# Screening results from PubChem BioAssay.
# Cdc42 wt: modulators of GTP binding to wildtype Cdc42, primary screen, biochemical, multiplex bead flow cytometry, Bodipy-GTP; percent activity (GTP binding), % at 10 µM; AID 761, 2007; 190,000 compounds, 0.2% hits; GST-Cdc42 beads; actives lie on both sides;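 active means percent activity GTP binding at least 20 points away from the 100% baseline, either down as inhibitor or up as activator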;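 further: median bead fluorescence of bound Bodipy-FL-GTP at 100 nM; 0% = excess unlabeled GTP control and 100% = no compound control; below 100% means less GTP binding so inhibitor and above means activator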
# Target sequence (P60953 whole entry, looked up): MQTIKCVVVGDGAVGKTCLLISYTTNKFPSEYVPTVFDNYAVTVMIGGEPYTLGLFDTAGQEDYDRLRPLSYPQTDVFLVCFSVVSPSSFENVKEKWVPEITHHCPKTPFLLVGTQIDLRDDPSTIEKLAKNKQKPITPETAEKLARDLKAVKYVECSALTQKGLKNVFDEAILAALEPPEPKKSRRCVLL
# Pf gametocyte: late stage P. falciparum gametocyte viability inhibitors, primary screen, ATP luminescence, HTS; 150,000 compounds, 0.065% hits; P. falciparum stage V gametocytes, 24 h; inhibition, % at 10.9 µM;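 active means inhibition above the mean plus 3 SD of compounds within the control limits, set per campaign, cut at about 38% in these data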;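 further: 0% = DMSO wells and 100% = medium only without gametocytes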
# HRas wt GTP: modulators of GTP binding to HRas wildtype, primary screen, biochemical, bead-based flow cytometry, multiplex; GTP binding activity, % at 10 µM; 190,000 compounds, 0.14% hits; AID 759, 2007; GST-Ras wt beads, Bodipy-FL-GTP binding; actives lie on both sides; GTPase HRas (Homo sapiens), P01112;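 active means GTP binding activity at least 20% away from the 100% baseline, either lowered as inhibitor or raised as activator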;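 further: 0% = unlabeled GTP competition control and 100% = no-compound control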
# Target sequence (P01112 whole entry, looked up): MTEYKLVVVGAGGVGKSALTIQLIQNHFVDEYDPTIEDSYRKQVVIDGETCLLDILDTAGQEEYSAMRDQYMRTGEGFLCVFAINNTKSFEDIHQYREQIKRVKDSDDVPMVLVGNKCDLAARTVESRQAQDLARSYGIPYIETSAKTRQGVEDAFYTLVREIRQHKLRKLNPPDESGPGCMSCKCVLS
# Mcl1 Bid PPI: Mcl-1/Bid binding inhibitors, primary screen, biochemical, TR-FRET, 1536-well | Induced myeloid leukemia cell differentiation protein Mcl-1 (Homo sapiens), Q07820 | TR-FRET Mcl-1/Bid-Dy647 peptide binding | inhibition, % at 21.7 µM | 220,000 compounds, 0.97% hits | AID 1021, 2008;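 active means compounds that cut the binding signal by more than half at the single screening dose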;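 further: His-tagged Mcl-1 with europium anti-His antibody binding Bid BH3 peptide; 0% = Mcl-1 plus peptide wells and 100% = peptide-only wells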
# Target sequence (Q07820 whole entry, looked up): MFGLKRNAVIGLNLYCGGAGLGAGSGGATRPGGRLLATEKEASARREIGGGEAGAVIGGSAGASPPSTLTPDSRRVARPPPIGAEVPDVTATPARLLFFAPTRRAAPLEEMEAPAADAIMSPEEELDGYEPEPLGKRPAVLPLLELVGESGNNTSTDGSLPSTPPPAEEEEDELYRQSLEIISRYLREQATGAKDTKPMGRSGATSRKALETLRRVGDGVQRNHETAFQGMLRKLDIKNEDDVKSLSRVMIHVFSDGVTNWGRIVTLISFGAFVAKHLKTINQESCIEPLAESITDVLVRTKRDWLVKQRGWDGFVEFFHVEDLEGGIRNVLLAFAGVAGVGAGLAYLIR
# Rac1 wt modul: wildtype Rac1 GTP binding modulators, primary screen, biochemical, GST-Rac1 beads, flow cytometry, multiplex | 190,000 compounds, 0.27% hits | GTP binding activity (% of control), % at 10 µM | AID 757, 2007 | fluorescent GTP binding; actives lie on both sides; 0 = cold GTP competed, 100 = untreated;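 active means GTP binding activity at least 20 points away from the 100% control level, either lower or higher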
# Avidin bead fluor: green autofluorescence of compounds with avidin beads – biophysical, 488/530 nm, flow cytometry, artefact control, profiling panel. compound fluorescence 488/530 nm; stronger effect = higher value. fluorescence (KMESF) at 10 µM. 220,000 compounds, 0.38% hits. AID 1775, 2009; in the data active means fluorescence above about 47; further: inactives centre near 10
# Rab7 wt GTP bind: modulators of GTP binding to Rab7, primary screen, biochemical, wildtype, multiplex bead flow cytometry. 190,000 compounds, 0.055% hits. AID 758, 2007. GST-Rab7 beads, fluorescent GTP binding; actives lie on both sides; untreated = 100%, excess cold GTP = 0%. GTP binding activity (percent of control), % at 10 µM;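 active means fluorescent GTP binding to Rab7 beads changed by at least 20 points from the 100% baseline, either direction, mostly lower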;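 further: median green fluorescence of bound Bodipy-FL-GTP per Rab7 bead population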
# Rab2 wt GTP: modulators of GTP binding to Rab2A wildtype, primary screen, biochemical, dog, bead-based flow cytometry, multiplex | GST-Rab2 wt beads, Bodipy-GTP binding | GTP binding activity, % at 10 µM | 190,000 compounds, 0.19% hits;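 active means GTP binding activity at least 20 points away from 100%, either lowered or raised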;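 further: 0% = beads with excess unlabeled GTP and 100% = no-compound control corrected for plate trend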
# GSH fluor: compound fluorescence on glutathione beads, profiling panel, artefact control, biophysical, 488/530 nm, flow cytometry; GSH beads flow cytometry, compound fluorescence 488/530 nm; stronger effect = higher value; fluorescence (KMESF) at 10 µM; 190,000 compounds, 0.25% hits; AID 1776, 2009; in the data active means fluorescence above about 89;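 further: glutathione beads carrying GST-tagged Bcl family fusion proteins plus one bare bead set; values are compound well signal with DMSO vehicle wells as background; inactives centre near 16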
# Rac1 mut GTP: GTP binding modulators of activated mutant Rac1, primary screen, biochemical, bead-based flow cytometry, multiplex, fluorescent GTP. Ras-related C3 botulinum toxin substrate 1 (Homo sapiens), P63000. 190,000 compounds, 0.11% hits. AID 764, 2007. percent activity (GTP binding), % at 10 µM. GST-Rac1 activated beads; actives lie on both sides; 100% means binding = to untreated wells;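 active means GTP binding at least 20 percentage points away from the 100% baseline, in either direction, so actives lie on both sides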
# Mcl1 Noxa PPI: Mcl-1/Noxa binding inhibitors, primary screen, biochemical, TR-FRET, 1536-well | inhibition, % at 21.7 µM | TR-FRET Mcl-1/Noxa peptide binding, 2 h | Induced myeloid leukemia cell differentiation protein Mcl-1 (Homo sapiens), Q07820 | AID 1022, 2008 | 220,000 compounds, 1.5% hits;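 active means compounds that cut the protein-peptide binding signal by more than 50% relative to plate controls in a single-dose test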;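 further: His-tagged Mcl-1 with rhodamine Noxa BH3 peptide and terbium anti-His antibody; 0% = Mcl-1 plus Noxa peptide wells and 100% = peptide-only wells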
# The depositor's hits bear a star; . = no result given.
SMILES,Cdc42 wt,Pf gametocyte,HRas wt GTP,Mcl1 Bid PPI,Rac1 wt modul,Avidin bead fluor,Rab7 wt GTP bind,Rab2 wt GTP,GSH fluor,Rac1 mut GTP,Mcl1 Noxa PPI
ClCCN1C2=NCCCN2c2ccccc21,99,-12,95,5,101,6,94,97,14,97,10
Cc1cccc(OCC(=O)Nc2ccccc2C(F)(F)F)c1,102,5,98,-10,99,2,99,96,7,96,5
CC1COc2ccccc2N1C(=O)c1cccnc1Cl (stereo not given),98,.,97,-17,99,10,104,99,14,95,10
CC1=CC(C)(C)Nc2ccc(OC(=O)CN3C(=O)c4ccccc4C3=O)cc21,96,.,97,-39,99,32,99,94,15,95,15
Cc1ccccc1-c1nc(CN2CCC(C(=O)N3CCC(C(N)=O)CC3)CC2)c(C)o1,106,.,101,-31,106,9,101,100,24,100,9
CCOC(=O)CSc1nnc2c(n1)C1(C)CCC2C1(C)C (stereo not given),103,34,103,-36,105,24,96,101,8,99,25
O=C(COc1ccc(Br)cc1)Nc1ccc2c(c1)C(=O)NC2=O,92,.,94,-12,94,21,96,96,11,95,-3
CCN(CC)c1ccc(/C=N/NC(=S)NCc2ccccc2)c(O)c1,95,-7,102,-34,103,11,100,101,15,99,9
CN(C)c1ccccc1C(=O)c1ccccc1N(C)C,102,.,102,-32,103,17,102,101,27,99,18
O=C(CS(=O)(=O)c1ccccc1)Nc1ccc(N2CCOCC2)cc1,97,-3,97,-24,101,7,95,98,17,97,4
Nc1cc(N)nc(SCc2nnnn2-c2ccc(Cl)cc2)n1,103,5,103,-40,106,11,103,102,9,101,9
CCOC(=O)C1CCCN(C(=S)Nc2ccc(C)cc2C)C1 (stereo not given),99,1,99,-15,106,6,96,103,10,100,-7
O=C(c1cc(S(=O)(=O)N2CCOCC2)ccc1F)N1CCCc2ccccc21,98,.,97,-17,95,14,96,98,25,96,-22
COc1ccc(/C=C2/S/C(=N/N=C3\CC4CCC3(C)C4(C)C)NC2=O)cc1 (stereo not given),100,15,100,-15,98,21,100,100,23,98,14
O=C(CSc1nnc(-c2ccncc2)n1C1CCCCC1)Nc1cccc(O)c1,101,.,101,-2,98,6,98,99,15,98,-2
O=C(COC(=O)C1Cc2ccccc2CN1C(=O)c1ccccc1)Nc1ccc(SC(F)F)cc1 (stereo not given),99,-13,98,-12,98,12,99,99,12,98,9
C[N+]1(C2CCC3CCCC2C3O)CCCC1 (stereo not given),96,-12,97,3,97,8,97,99,6,100,31
CC(=O)Oc1ccc(-c2cccc(C(=O)O)c2)cc1,106,.,105,-15,106,10,107,103,61,101,-1
CN(C)/C=C(/C(=O)c1ccc(Cl)cc1)n1cncn1,94,-20,99,-3,104,13,109,99,11,95,9
CC(=O)Nc1ccc(Br)c2ccccc12,96,.,97,7,98,9,100,97,9,94,2
Cc1cc2ncn(/N=C/c3ccc4c(c3)OCO4)c2cc1C,92,2,97,4,96,14,102,98,13,97,10
CCc1ccc(OCC(=O)NC(=S)Nc2ccc(S(=O)(=O)NC3CCCCC3)cc2)cc1,101,5,101,-27,106,4,99,99,29,100,5
CC(C)CCNC(=O)COc1ccc2c3c(c(=O)oc2c1)CCC3,102,.,101,-6,100,41,103,100,13,99,-7
CCN1CCc2nc(NC(=O)c3ccc(S(=O)(=O)N(C)C)cc3)sc2C1,98,7,95,-7,99,14,94,94,12,96,17

# 10 consecutive compounds already listed, quoted:
SMILES,Cdc42 wt,Pf gametocyte,HRas wt GTP,Mcl1 Bid PPI,Rac1 wt modul,Avidin bead fluor,Rab7 wt GTP bind,Rab2 wt GTP,GSH fluor,Rac1 mut GTP,Mcl1 Noxa PPI
ClCCN1C2=NCCCN2c2ccccc21,99,-12,95,5,101,6,94,97,14,97,10
Cc1cccc(OCC(=O)Nc2ccccc2C(F)(F)F)c1,102,5,98,-10,99,2,99,96,7,96,5
CC1COc2ccccc2N1C(=O)c1cccnc1Cl (stereo not given),98,.,97,-17,99,10,104,99,14,95,10
CC1=CC(C)(C)Nc2ccc(OC(=O)CN3C(=O)c4ccccc4C3=O)cc21,96,.,97,-39,99,32,99,94,15,95,15
Cc1ccccc1-c1nc(CN2CCC(C(=O)N3CCC(C(N)=O)CC3)CC2)c(C)o1,106,.,101,-31,106,9,101,100,24,100,9
CCOC(=O)CSc1nnc2c(n1)C1(C)CCC2C1(C)C (stereo not given),103,34,103,-36,105,24,96,101,8,99,25
O=C(COc1ccc(Br)cc1)Nc1ccc2c(c1)C(=O)NC2=O,92,.,94,-12,94,21,96,96,11,95,-3
CCN(CC)c1ccc(/C=N/NC(=S)NCc2ccccc2)c(O)c1,95,-7,102,-34,103,11,100,101,15,99,9
CN(C)c1ccccc1C(=O)c1ccccc1N(C)C,102,.,102,-32,103,17,102,101,27,99,18
O=C(CS(=O)(=O)c1ccccc1)Nc1ccc(N2CCOCC2)cc1,97,-3,97,-24,101,7,95,98,17,97,4

# Carrying on:
SMILES,Cdc42 wt,Pf gametocyte,HRas wt GTP,Mcl1 Bid PPI,Rac1 wt modul,Avidin bead fluor,Rab7 wt GTP bind,Rab2 wt GTP,GSH fluor,Rac1 mut GTP,Mcl1 Noxa PPI
CCCCC(=O)Nc1cccc(-c2nnc(-c3ccccc3)o2)c1,104,.,103,-4,102,14,105,102,19,99,6
CCC(Sc1ccc2nnc(-c3cccnc3)n2n1)C(=O)O (stereo not given),99,.,97,-8,100,6,94,96,23,98,21
CN(Cc1cccs1)C(=O)Cn1cnc2ccccc2c1=O,98,1,97,6,97,10,95,98,18,96,3
CCc1cccc(C)c1NC(=O)COC(=O)Cc1ccsc1,99,.,101,-7,104,6,104,101,10,98,2
O=C(COC(=O)c1ccc2[nH]c3c(c2c1)CCCC3)Nc1ccc(Cl)cc1Cl,97,6,97,4,94,2,98,94,6,97,12
COC(=O)Cc1cc(=O)[nH]c(/N=C(\N)Nc2ccccc2)n1,102,-4,101,1,104,35,101,100,26,98,-9
O=C(c1ccccc1)N1CCN(S(=O)(=O)N2CCCCC2)CC1,98,5,99,0,95,10,100,96,21,96,-4
CC(NC(=O)C(Cc1ccccc1)NC(=O)c1ccccc1)C(=O)O (stereo not given),104,20,104,6,108,13,105,106,35,99,-13
O=C(NCCOc1ccc(Cl)cc1)c1ccc2ccccc2n1,88,-12,91,8,92,8,91,91,8,90,6
COc1c(O)ccc2cnn(-c3ccccc3C)c(=O)c12,103,3,101,-54,101,16,98,98,18,99,10
Cc1ccc(-c2nc(CS(=O)CC(=O)NCc3ccccc3)c(C)o2)cc1 (stereo not given),105,.,104,-13,105,6,100,102,16,101,4
N#Cc1sc2nc(C3CC3)cc(-c3ccccc3)c2c1N,101,-7,102,-46,102,23,98,101,15,100,12
CC12CC3CC(C)(C1)CC(C(=O)NCc1ccco1)(C3)C2,97,21,97,-18,100,9,98,97,15,98,1
CC(=O)n1cc([C@@H]2C=C(C(=O)N3CCN(Cc4ccccc4)CC3)O[C@H](OCc3ccc(CO)cc3)C2)c2ccccc21,96,.,96,3,98,6,97,96,20,95,1
CCOC(=O)C1(CC2CCCCO2)CCN(C(=O)Nc2ccccc2)CC1 (stereo not given),93,-3,95,-14,92,3,99,98,10,94,27
COc1cc(/C=N/NS(=O)(=O)c2ccc(C)cc2)ccc1OCc1ccc(C(=O)O)cc1,97,-2,95,-80,95,7,90,95,12,94,9
O=C(CCNC(=O)c1ccc(Br)o1)NC1CCCC1,103,24,102,-2,104,23,100,101,18,101,-5
CC(C)(C)/C(COc1ccccc1[N+](=O)[O-])=N/O,96,10,101,-1,101,5,107,101,21,96,0
Cc1ccc(O)c(-c2cc(C(=O)Nc3ccc(S(=O)(=O)Nc4nc(C)cc(C)n4)cc3)[nH]n2)c1,93,2,89,-8,88,8,93,86,9,91,16
O=C1C2CCCN2C(=O)N1CCCCN1CCN(c2cccc(Cl)c2)CC1 (stereo not given),100,.,102,-2,102,1,99,100,13,100,34
CC(Sc1ccc(Cl)cc1)C(=O)Nc1ccc(S(=O)(=O)N2CCOCC2)cc1 (stereo not given),102,.,102,-2,103,11,101,102,11,100,13
Cc1scc(C(=O)N2CCN(S(C)(=O)=O)CC2)c1-c1ccccc1,100,-2,99,5,99,7,102,99,25,97,11
CC(C)(C)NC(=O)Cn1nnnc1-c1nonc1N,101,.,99,3,99,6,100,99,33,100,3
CCOc1ccc(Nc2nc(NCC3CCCO3)c3ccccc3n2)cc1 (stereo not given),96,-25,98,5,100,11,92,98,10,101,38
O=C(CC1C(=O)N(c2ccc(F)cc2)C(=O)N1Cc1ccccn1)Nc1ccccc1 (stereo not given),95,3,97,-5,97,1,98,100,42,96,21
CCCCCCS(=O)[C@H]1CS(=O)(=O)C[C@@H]1S(=O)CCCCCC (stereo not given in full),110,-23,105,-27,115,15,100,103,15,105,14
CC(C)CCNc1nc2c(cc1C#N)COC(C)(C)C2,97,.,96,-3,94,9,94,94,57,95,29
CC(C)CNC(=O)c1ccccc1NC(=O)c1ccccc1N(C)S(=O)(=O)c1ccccc1,102,-5,100,-21,103,11,97,100,20,99,-24
COc1ccc(N(CC(=O)NCc2ccco2)S(C)(=O)=O)cc1Cl,100,.,101,-24,102,37,101,101,22,99,-6
C1CCC(Nc2nnnn2C2CCCCC2)CC1,99,2,95,-5,97,10,94,95,24,96,-5
c1ccc(COc2ccc(CNCc3cccs3)cc2)cc1,102,.,100,4,102,9,98,99,4,101,-4

# Compounds as they come (roughly 3% active in at least one column).
